Myeloid diff 2: myeloid differentiation induction. AID 624256. ER-HoxA9 myeloid progenitors, lysozyme-GFP differentiation, flow cytometry. 360,000 tested, 1% active. calls only at 10 µM;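 active means normalized GFP-positive differentiation at or above the plate's own cutoff, the solvent-only control mean plus 3 SD; inconclusive means no clear call, values can overlap the other calls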;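 further: cells exposed to compound for four days before flow analysis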
NTR1 ag: NTR1-driven beta-arrestin-GFP spot formation – imaging, U2OS cells, high content, primary screen (AID 493036) | 330,000 tested, 0.17% active | P30989 | agonist mode | activation, % at 20 µM;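 active means activation at or above 40% of the spot to cytoplasm intensity ratio, with at least 20 cells analyzed; inconclusive means wells under 20 cells, flagged as cytotoxic or low count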;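 further: 0% = DMSO without peptide and 100% = 100 nM NTR1 peptide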
Target sequence (P30989 whole entry, looked up): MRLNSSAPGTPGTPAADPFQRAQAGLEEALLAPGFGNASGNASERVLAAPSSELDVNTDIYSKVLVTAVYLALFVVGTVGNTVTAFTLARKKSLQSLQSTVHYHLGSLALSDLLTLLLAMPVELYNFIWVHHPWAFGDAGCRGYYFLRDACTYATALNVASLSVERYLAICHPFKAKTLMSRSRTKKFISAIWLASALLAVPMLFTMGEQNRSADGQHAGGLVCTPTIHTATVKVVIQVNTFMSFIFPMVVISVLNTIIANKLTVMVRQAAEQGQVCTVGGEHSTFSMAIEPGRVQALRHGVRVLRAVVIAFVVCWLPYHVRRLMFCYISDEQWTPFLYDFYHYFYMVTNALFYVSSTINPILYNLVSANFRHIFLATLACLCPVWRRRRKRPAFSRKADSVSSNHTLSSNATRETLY
SV40 large T antigen: SV40 large T antigen inhibitors, biochemical (AID 1903). SV40 large T antigen ATPase/helicase inhibition assay; higher % means a stronger effect. 310,000 tested, 0.39% active. inhibition, % at 20 µM; hits with a dose series show IC50 in µM; in the data active means a potency from the dose series; inconclusive means inhibition mostly from about 32% at the one dose, without a potency; inactive means the rest, 99 in 100 with inhibition below about 32%; further: strong numbers were not always called active
Salmonella PhoP GFP: PhoP-dependent GFP reporter repression – Salmonella Typhimurium, primary screen (AID 1863); S. Typhimurium PhoP-regulated promoter GFP reporter, 4 h; higher % means a stronger effect; inhibition, % at 50 µM; hits with a dose series show IC50 in µM; 300,000 tested, 0.16% active;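 active means inhibition over 29.93%, a cutoff 3 SD above the screen mean, later confirmed by dose response; inconclusive means inhibition over 29.93% but no dose response follow-up; inactive means inhibition at most 29.93% or unconfirmed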;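 further: 0% = low Mg2+ inducing control and 100% = high Mg2+ repressing control; strong numbers were not always called active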
TNAP activators: stimulation of alkaline phosphatase TNAP activity – biochemical, luminescent, no phosphate acceptor, uHTS, primary screen (AID 1001). 200,000 tested, 0.03% active. activation fold at 20 µM; hits with a dose series show EC50 in µM. purified TNAP, luminescent activation assay, no phosphate acceptor; higher activation fold means a stronger effect; in the data active means activation fold from about 3, or a potency from the dose series; inactive means the rest, 99 in 100 with activation fold below about 1.6; further: many of its hits are not listed in these tables
MgcRacGAP inhibition: MgcRacGAP GTPase-activating activity inhibitors, confirmation, biochemical, ADP Hunter fluorescence. MgcRacGAP-stimulated Rac1 GTP hydrolysis, ADP Hunter fluorescence; higher % means a stronger effect; GST-tagged Rac1 F28L mutant substrate. inhibition, % at 30 µM, or IC50 in µM where a hit was titrated. 340,000 tested, 0.6% active;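 active means first-screen hits whose inhibition reached a set limit at any dose in the follow-up dose series; inconclusive means inhibition above the set first-screen limit but never retested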;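 further: fluorescence reports GDP produced by GAP-driven GTP hydrolysis; strong numbers were not always called active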
K1F lysis inhibition: inhibition of K1F phage lysis, E. coli UTI89, bacterial capsule biogenesis inhibitors, alamar blue (AID 488966) | E. coli UTI89 K1F phage lysis, alamar blue, 2 h; higher % means a stronger effect | inhibition, % at 100 µM, or IC50 in µM where a hit was titrated | 340,000 tested, 0.02% active;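 active means phage lysis inhibition, versus mean bacterial control, above a set limit; inconclusive means no clear call, values can overlap the other calls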;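 further: capsule biogenesis inhibitors block K1F phage lysis so surviving cells raise fluorescence; higher fluorescence means more inhibition of phage lysis; actives were called in the ten point dose series up to 300 µM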
RSV antiviral HEp-2: RSV antiviral activity via CPE protection, HEp-2 cells, primary 10 µM value included (AID 2391) | 310,000 tested, 0.13% active | CPE inhibition, % at 10 µM; hits with a dose series show IC50 in µM | HEp-2 cells, RSV-induced CPE inhibition; higher % means a stronger effect; in the data active means a potency from the dose series; inconclusive means CPE inhibition mostly from about 23% at the one dose, without a potency; inactive means the rest, 99 in 100 with CPE inhibition below about 21%; further: strong numbers were not always called active
T cell HTS: modulates CD8 T cell binding to vesicles; 2C CD8+ T cell-vesicle binding, flow cytometry; hits give low values; calls only at 7 µM; 330,000 tested, 0.068% active;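 active means response, share of CD8 T cells binding vesicles, and their 90th percentile fluorescence all below set limits, cut at about 80% in these data, passing the limit was not always enough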
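Assay system – 2C mouse CD8+ T cells · Also added – QL9-loaded Drosophila micro-vesicles · Timing – Cell–vesicle co-incubation 1.5 h at 37 °C, staining 20 min on ice · Signal – flow cytometry of vesicle-bound cells · Measure – percent CD8+ FL2 mean versus row control · Controls – Peptide-free naked vesicles (low) and QL9 vesicles with 0.7% DMSO vehicle (high)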
T cell HTS vesicle-bound %: recorded beside T cell HTS, whose call it bears; double positive events, %; measured here: CD8+ vesicle-bound cell fraction;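 binding gate set so that unloaded-vesicle control wells show 10% double positive cells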
NTR1 ag cell count 20 µM: recorded beside NTR1 ag, whose call it bears; cell count; measured here: cell count, cytotoxicity flag
Myeloid diff 2 GFP+ MAC1+ %: recorded beside Myeloid diff 2, whose call it bears; GFP+ MAC1+ double positive, %; measured here: differentiation confirmed by MAC1 staining
Numbers without * were called inactive; i = inactive; ? = inconclusive; · = no result given; [ ] = remark or other dose.

SMILES	Myeloid diff 2	Myeloid diff 2 GFP+ MAC1+ %	NTR1 ag	NTR1 ag cell count 20 µM	SV40 large T antigen	Salmonella PhoP GFP	TNAP activators	MgcRacGAP inhibition	K1F lysis inhibition	RSV antiviral HEp-2	T cell HTS	T cell HTS vesicle-bound %
COc1cc(C(=O)/C=C/c2cccnc2)c([N+](=O)[O-])cc1OC	i	1.8	42.2*	66*	16.3%	·	·	4.1%	0.5%	3.0%	i	44.3
C=CCNC(=S)N1CCN(CCN=CC2=C(O)CC(c3cccs3)CC2=O)CC1 (centres undefined)	i	0.6	1.6	78	13.3%	17.8%	1	5.3%	1.1%	1.7%	i	58.0
COc1ccc(-c2occ(C(=O)O)c2C(=O)O)cc1	i	1.0	-0.9	83	-10.1%	13.7%	1.1	6.3%	0.2%	1.0%	i	31.8
CCOC(=O)c1ccccc1NC1OC(=O)c2ccccc21 (centres undefined)	i	0.7	-0.8	52	5.1%	-7.2%	1.1	8.5%	2.8%	0.9%	i	20.5
COCCN(C(=O)c1csnn1)C(C(=O)NC1CCCCC1)c1ccc(Cl)cc1 (centres undefined)	i	1.0	-0.7	44	6.0%	1.9%	·	6.8%	0.1%	0.6%	i	49.3
CCOC(=O)CSC1=NC(=O)/C(=C\c2ccc(OC(C)=O)cc2)S1	i	2.5	-0.1	75	?	-7.1%	1.1	35.2µM*	i	-1.0%	i	12.4
COc1ccc(-n2c(SCc3ccccn3)nc3c(c2=O)SCC3)cc1OC	i	0.8	3.8	55	6.0%	4.2%	1.1	5.1%	1.5%[50 µM]	1.0%	i	29.3
CC(C)Cc1ccc(/C=C/C(=O)NC2CC2)cc1	i	0.9	1.4	48	10.3%	-17.4%	1.1	5.4%	1.4%[50 µM]	9.2%	i	9.9
COC(=O)c1sc(NC(=O)COc2ccccc2OC)nc1C	i	5.9	1.1	51	2.8%	4.1%	1.2	1.3%	0.5%	0.6%	i	15.1
CCOC(=O)C1CCCN(C(=O)c2ccc(CNc3c(N4CCC(C)CC4)c(=O)c3=O)cc2)C1 (centres undefined)	i	2.5	-1.4	92	3.5%	14.8%	1.1	6.3%	-0.4%	1.9%	i	25.0
CCCc1nc(SCC(=O)NNC(=O)C2CCCCC2)c2ccccc2n1	i	7.0	0.5	58	-1.8%	6.5%	1	2.9%	2.6%	0.4%	i	28.8
COc1cccc(Nc2nc(-c3sc(NC(=O)c4ccco4)nc3C)cs2)c1	i	2.8	6.6	96	17.3%	20.7%	1	9.1%	11.7%	14.5%	i	17.2
COc1ccc(S(=O)(=O)N(C)C)cc1NC(=O)CSc1nncs1	i	0.5	-1.0	65	7.6%	-8.1%	1.1	6.3%	-0.1%	2.4%	i	18.7
O=C(O/N=C/C1=C(Cl)c2ccccc2CC1)c1ccc(F)cc1	i	0.6	-0.4	58	2.7%	-0.6%	1	10.1%	0.2%[50 µM]	-0.9%	i	20.5
CNS(=O)(=O)c1cc(N(C)S(=O)(=O)c2ccc(C)cc2)c(C)cc1C	i	0.5	0.7	89	3.4%	4.2%	1	5.0%	0.3%	2.4%	i	33.6
Cc1ccc(-n2[nH]c3c4c(ccc3c2=O)C(=O)c2ccccc2C4=O)cc1	i	0.3	-0.2	41	1.3%	-5.0%	1	8.9%	1.3%	1.0%	i	24.7
CCOCCCNC(=O)C(NC(=O)c1ccc2c(c1)OCO2)c1ccc(OC)cc1 (centres undefined)	i	0.4	9.3	65	1.0%	-3.2%	1.1	-0.3%	1.3%	-0.2%	i	44.3
CC1CN(c2nnnn2-c2ccccc2)CC(C)O1 (centres undefined)	i	0.7	-0.4	41	5.3%	5.9%	1.1	12.2%	2.7%	3.7%	i	6.7
CC(C)CC1NC(=O)N(CC(=O)Nc2cccc(Br)c2)C1=O (centres undefined)	i	0.5	-2.1	54	·	·	·	6.3%	1.2%[50 µM]	0.6%	i	47.6
CC(=O)Nc1ccc(C(=O)Nc2cccc(-c3cnc4ccccc4n3)c2)cc1	i	0.2	·	·	14.8%	3.6%	1.1	0.5%	0.2%	·	·	·
O=C(Cn1[nH]c(=O)c2ccccc2c1=O)NC1CCN(Cc2ccccc2)CC1	i	1.0	-2.9	82	20.6%	1.7%	1.1	5.5%	0.9%	-1.6%	i	42.5
O=C(OCCCc1cc2ccccc2c(=O)o1)c1ccc(F)cc1	i	1.4	-0.4	61	·	·	·	5.8%	1.1%	2.6%	i	38.0
CCCCCOC(=O)C(C)Sc1n[nH]c(=O)[nH]c1=O (centres undefined)	i	0.2	-0.4	84	7.9%	-4.3%	1	2.9%	0.1%	2.8%	i	64.4
Oc1ccccc1N1CCN(c2nnnn2-c2ccccc2)CC1	i	0.5	1.3	60	19.1%	-11.1%	·	5.2%	0.2%	1.8%	i	26.1
CCN(CC)c1nc2c(c(=O)n(C)c(=O)n2C)n1CC(=O)c1ccccc1	i	0.8	-0.6	60	8.3%	-19.7%	·	·	·	1.7%	i	24.7
Next part:
SMILES	Myeloid diff 2	Myeloid diff 2 GFP+ MAC1+ %	NTR1 ag	NTR1 ag cell count 20 µM	SV40 large T antigen	Salmonella PhoP GFP	TNAP activators	MgcRacGAP inhibition	K1F lysis inhibition	RSV antiviral HEp-2	T cell HTS	T cell HTS vesicle-bound %
CN(/N=C/c1cccnc1)C1=NS(=O)(=O)c2ccccc21	i	0.7	·	·	2.1%	6.1%	1.1	5.4%	-4.7%	1.8%	i	52.8
CCCNC(=O)c1ccc(N2CCC3(CC2)CC(c2cccc(Br)c2)=NO3)c(NC(=O)c2ccco2)c1	i	0.7	1.5	60	12.1%	·	·	4.4%	0.0%	-0.4%	·	·
CC(=O)c1c(OC(=O)c2ccccc2)ccnc1C(F)(F)F	i	1.5	-1.9	64	·	·	·	0.6%	0.1%	0.5%	i	42.4
Cc1ccc(NC(=O)COC(=O)CCC(=O)c2cccs2)cc1	i	0.5	0.7	76	7.5%	11.9%	1.1	6.7%	2.5%[50 µM]	1.9%	i	7.0
COc1ccc(/C=N/Nc2nnc(-c3ccccc3)c(=O)[nH]2)cc1	i	0.7	2.3	43	8.0%	-7.9%	1.5	8.3%	2.9%	18.0%	i	47.6
CCC(=O)Nc1nc2nc(-c3ccccc3)cc(=O)n2[nH]1	i	0.4	-1.1	52	17.4%	-7.0%	·	10.4%	0.2%	-0.3%	i	28.2
O=C(N/N=C1\CCc2ccccc21)c1ccccc1Cl	i	0.3	0.1	92	7.6%	2.6%	1.1	12.9%	0.3%	0.2%	i	18.1
O=C(CN1CCN(S(=O)(=O)c2ccc(Br)cc2)CC1)Nc1ccccc1C(=O)c1ccccc1	i	0.3	8.3	61	3.4%	3.9%	1.1	-1.1%	0.4%	2.3%	i	49.8
CCCC(=O)Nc1nc2ccc(OCC)cc2s1	i	3.4	-2.0	64	6.7%	11.1%	0.9	11.7%	0.2%	2.7%	i	50.6
CCOc1ccccc1NC(=O)C1CCC(CNc2c(N3CCCCC3)c(=O)c2=O)CC1 (centres undefined)	i	0.2	-0.4	44	1.2%	-7.9%	·	16.2%	0.2%	-0.5%	i	26.2
O=C(OC(C(=O)Nc1ccc(Cl)cc1C(F)(F)F)c1ccccc1)c1c(Cl)cccc1Cl (centres undefined)	i	0.2	-0.9	68	14.8%	-7.3%	1.2	-0.4%	3.2%	46.4%	i	47.0
COc1cc(C(=O)NC(C)Cc2cccs2)cc(OC)c1OC (centres undefined)	i	0.4	-0.6	95	-0.8%	0.4%	1	10.3%	0.2%	1.0%	i	59.2
O=C(COc1ccccc1)OCc1cc(-c2ccco2)on1	i	0.8	1.1	46	·	·	·	-3.5%	-0.3%[50 µM]	·	i	43.2
CCCC(=O)N(CCN1CCOCC1)c1nc2c(OC)ccc(OC)c2s1	i	0.0	0.1	61	9.7%	-0.9%	·	3.8%	0.0%	0.6%	i	48.6
CN(C)CCN1C(=O)C(O)=C(C(=O)c2cc3ccccc3o2)C1c1cccc(Br)c1 (centres undefined)	i	0.4	0.6	59	15.0%	-2.9%	0.9	4.3%	0.8%	0.9%	i	35.9
CCOc1cc(C2C(C#N)=C(N)Oc3n[nH]c(-c4ccncc4)c32)cc([N+](=O)[O-])c1O (centres undefined)	i	0.2	0.5	89	20.2%	11.9%	0.7	·	·	-0.7%	i	60.6
CCCNC(=O)c1ccc(SC)cc1OC	i	0.9	-2.2	79	19.9%	-2.5%	1	3.9%	0.4%	0.8%	i	51.9
CC[C@@H](C)[C@H](NC(=O)OC(C)(C)C)c1nnc(S(=O)(=O)Cc2cc(C)ccc2C)o1	i	0.8	-0.9	44	13.5%	-3.1%	1	11.1%	-0.5%	-4.4%	i	29.8
O=C(CCS(=O)(=O)c1ccccc1)Nc1nc2cc3c(cc2s1)OCO3	i	0.3	-1.0	74	11.9%	-3.5%	·	13.2%	0.0%	0.3%	i	13.7
Cc1ccc(NCc2nnc(SCC(=O)c3ccc4c(c3)OCCO4)o2)c(C)c1	i	6.1	4.1	50	-4.0%	28.2%	1.1	12.2%	0.4%	-1.4%	i	14.5
Cc1ccc(-c2noc(C3CCCN(C(=O)c4cccc(Cl)c4)C3)n2)o1 (centres undefined)	i	0.9	-0.1	59	10.0%	-4.9%	·	4.3%	-0.5%	?	i	20.7
O=C(O)CCCCn1c(SCc2ccccc2Cl)nc2ccsc2c1=O	i	0.6	·	·	11.9%	-2.0%	1.1	-3.3%	-0.6%	·	·	·
Fc1ccc(NC(=S)NCc2cccs2)cc1	i	4.0	0.2	76	5.1%	6.1%	1.1	-7.9%	-0.7%[50 µM]	-0.5%	i	50.7
COc1ccc2[nH]c(=O)c(-c3nnn(-c4ccccc4)n3)cc2c1	i	2.5	1.5	61	11.4%	-1.8%	1.1	9.5%	0.4%	-0.3%	·	·
Cc1c(/C=N/NC(=O)c2sc3ccccc3c2Cl)cnn1C	i	0.3	-3.8	96	12.3%	-6.0%	1	2.8%	-0.1%	1.2%	i	43.1
O=C(Nc1ccc(S(=O)(=O)N2CCCC2)cc1)C1CC(=O)N(c2ccccc2)C1 (centres undefined)	i	0.0	-0.9	86	3.5%	10.0%	1.1	2.6%	0.5%	0.7%	i	45.3
COC(=O)[C@H](Cc1ccccc1)NC(=O)N(C)Cc1ccccc1	i	0.4	-0.9	57	14.4%	-10.3%	·	11.5%	3.6%	2.4%	i	7.0
O=C(c1ccc(Br)cc1)N1CCCC1	i	1.7	-1.4	64	14.1%	-1.8%	1.1	6.3%	-0.1%	1.4%	i	13.2
CC(C)CC(=O)Nc1ccc(Cc2ccncc2)cc1	i	0.3	1.7	74	3.0%	-3.8%	·	14.1%	3.2%	1.5%	i	34.7
